HIV Rev-RRE inh: disrupts HIV-1 Rev binding to RRE RNA; P05866; Rev peptide-RRE RNA binding, FRET; inhibition, % at 8 µM; actives 0.79% (n = 97,000);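 active = inhibition above the screen-wide mean plus 3 SD, cut at about 35% in these data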;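 also: 0% = median DMSO wells and 100% = median Neomycin B control wells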
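Assay system: labelled RRE RNA duplex and labelled Rev peptide / Medium: HEPES pH 7.5 salt buffer with EDTA / Reagent: labelled Rev peptide / Schedule: 5 + 15 min at 25 °C / Signal: FRET, excitation 480 nm, emission 540 nm donor and 671 nm acceptor / Benchmarks: DMSO and neomycin B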
FAK inh: inhibitors of human focal adhesion kinase | actives 0.84% (n = 97,000) | inhibition, %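 (tested at 7 µM)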 | biochemical FAK kinase activity assay | Q05397; in the data active = inhibition above about 19%;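 also: 0% = DMSO and 100% = reference compound high control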
LYP act: increases human PTPN22 phosphatase activity | Q9Y2R2 | activation, % at 2 µM | recombinant LYP, DiFMUP fluorescence; 0 = plate median, 100 = signal doubled | actives 0.11% (n = 96,000);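 active = activation at 2 µM above a set limit, the mean plus 5 SD, cut at about 37% in these data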
Pyk2 oligo antag: Pyk2 (human) oligomerization antagonism | Q293 cells, Pyk2 FERM NanoBiT luminescence; active compounds read low | z-score (the deposit names both 25 µM and 10 µM) | actives 0.83% (n = 99,000) | AID 1347419;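 active = Z-score of -3 or lower, scaled per plate to the spread of control and sample wells; inactive = z-score above -3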;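 also: negative z-score means lost luminescence so less FERM oligomerization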
Target sequence (Q14289 whole entry, looked up): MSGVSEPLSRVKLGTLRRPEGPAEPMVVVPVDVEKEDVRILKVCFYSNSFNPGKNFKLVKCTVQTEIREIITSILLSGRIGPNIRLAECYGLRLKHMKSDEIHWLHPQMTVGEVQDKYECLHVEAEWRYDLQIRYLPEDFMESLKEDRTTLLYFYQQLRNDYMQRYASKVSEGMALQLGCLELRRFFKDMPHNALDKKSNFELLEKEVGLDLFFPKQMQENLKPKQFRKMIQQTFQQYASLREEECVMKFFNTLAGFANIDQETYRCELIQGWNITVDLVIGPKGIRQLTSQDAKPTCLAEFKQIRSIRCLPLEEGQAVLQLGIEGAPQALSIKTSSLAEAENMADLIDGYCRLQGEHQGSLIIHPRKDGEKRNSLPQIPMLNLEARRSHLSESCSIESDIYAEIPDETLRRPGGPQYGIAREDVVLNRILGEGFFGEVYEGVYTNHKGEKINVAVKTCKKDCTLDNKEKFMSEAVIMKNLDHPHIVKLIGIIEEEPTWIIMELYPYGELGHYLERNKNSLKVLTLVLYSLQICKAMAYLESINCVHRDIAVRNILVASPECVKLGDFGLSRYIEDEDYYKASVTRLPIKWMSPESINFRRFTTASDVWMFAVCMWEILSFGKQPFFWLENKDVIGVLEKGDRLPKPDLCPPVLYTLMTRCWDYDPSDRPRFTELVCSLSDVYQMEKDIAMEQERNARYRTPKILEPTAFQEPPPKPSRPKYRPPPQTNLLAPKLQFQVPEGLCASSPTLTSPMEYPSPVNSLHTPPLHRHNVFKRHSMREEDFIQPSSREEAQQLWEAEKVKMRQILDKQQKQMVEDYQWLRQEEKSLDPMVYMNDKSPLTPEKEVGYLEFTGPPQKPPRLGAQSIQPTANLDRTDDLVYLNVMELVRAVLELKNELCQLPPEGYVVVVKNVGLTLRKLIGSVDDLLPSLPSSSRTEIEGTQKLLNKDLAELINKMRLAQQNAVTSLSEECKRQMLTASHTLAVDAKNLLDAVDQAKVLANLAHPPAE
PTPN22 inh 2: blocks human PTPN22 phosphatase activity; Q9Y2R2; recombinant LYP catalytic domain, DiFMUP fluorescence; inhibition, % at 2 µM; actives 0.21% (n = 96,000);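 active = inhibition at 2 µM at or above a set limit, the screen mean plus 3 SD, cut at about 24% in these data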;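 also: 0% = DMSO with enzyme and 100% = enzyme fully blocked by orthovanadate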
cytoskel mod: cytoskeleton assembly modification; HUVEC TNFa F-actin phalloidin imaging, high content; inhibition, % at 2 µM; actives 0.18% (n = 91,000); AID 836;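 active = inhibition above the batch mean plus 3 SD and confirmed as a hit by visual image inspection, cut at about 30% in these data, passing the limit was not always enough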; also: strong numbers were not always called active
PLK1 inh: blocks human PLK1 kinase activity; recombinant PLK1 kinase, TR-FRET peptide phosphorylation; inhibition, % at 10 µM; actives 0.53% (n = 97,000); AID 619;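 active = inhibition of 50% or more in the single-concentration screen; inactive = inhibition below 50%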;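 also: 0% = DMSO max control and 100% = H-89 dihydrochloride min control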
PLK1 PBD inh: inhibitors of human Plk1 polo box domain binding; actives 0.13% (n = 97,000); P53350; inhibition, %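 (tested at about 20 µM)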; Plk1 PBD phosphopeptide binding, fluorescence polarization; AID 693; in the data active = inhibition above about 34%, passing the limit was not always enough
EphB4 antag: blocks human EphB4 binding to ephrin-B2; AID 720; actives 0.15% (n = 97,000); EphB4 LBD / TNYL-RAW-Alexa532 peptide, fluorescence polarization; inhibition, % at 7 µM; P54760;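 active = inhibition above the screen-wide mean inhibition plus 3 SD, cut at about 15% in these data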;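 also: 0% = DMSO wells and 100% = excess unlabeled TNYL-RAW peptide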
Active calls of the source: *; nt = no result given.

HIV Rev-RRE inh	FAK inh	LYP act	Pyk2 oligo antag	PTPN22 inh 2	cytoskel mod	PLK1 inh	PLK1 PBD inh	EphB4 antag	Molecule
17	-11	-1	-1.1	0	16	-4	-32	7	O=C(Cc1sc(-c2ccccc2Cl)nc1-c1ccccc1)Nc1ccccc1
11	-3	5	0.64	-1	-18	-13	-28	-2	Cc1cc(-c2nc3ncccc3o2)ccc1N
3	1	15	0.56	-18	22	-15	-2	-2	CN(C)c1nc(N)nc(Nc2ccccc2C#N)n1
4	2	-4	-1.1	3	nt	-7	19	2	CC1(C)CC(=O)C=C(Nc2ccc3c(c2)OCCO3)C1
6	0	2	2	-1	nt	-1	-19	0	CC(C)CNC(=O)CSc1ccc(Cl)cc1
-5	2	15	-0.35	-12	4	24	-8	-1	O=C(CSc1ccccn1)Nc1cccc(NC(=O)CSc2ccccn2)n1
5	1	-2	0.48	1	-15	-15	0	-11	O=C(CSc1ncn[nH]1)c1ccc2c(c1)OCCO2
8	0	-6	-0.18	4	16	2	13	5	O=C(NCc1cccs1)c1ccc(Cl)s1
9	6	0	0.79	-1	-18	-1	-3	-1	CCc1ccc(C(=O)COC(=O)CNC(=O)CNC(=O)Cc2ccccc2)cc1
7	4	14	1.5	-13	0	-10	-13	-6	Cc1cc(C(=O)Nc2ccc3c(c2)OCO3)cs1
2	2	0	0.22	1	-3	-5	-1	-2	CCn1c(SCC(=O)C(C)(C)C)nnc1-c1cnccn1
1	0	-2	-0.8	2	-2	-7	7	1	COC(=O)Nc1sc2c(c1C(N)=O)CCCCCC2
7	-1	-10	0.6	9	1	-10	19	0	O=C(O)c1nc(N2CCCCC2)ncc1Cl
8	-3	5	-1.1	-7	3	-11	3	-16	CCn1c(SCc2ccc(C(=O)OC)o2)nc2sc3c(c2c1=O)CCCC3
6	0	-1	-0.85	2	-18	-14	-24	1	COc1ccc(Nc2cc(C(=O)NCCCN3CCOCC3)c3ccccc3n2)c(OC)c1
1	0	7	-0.26	-4	18	-14	-10	-2	Cc1cc(C(F)F)n2nc(C(=O)Nc3c(F)cc(F)cc3Br)nc2n1
15	2	14	-0.81	-17	-12	-7	-2	5	CC1CCCN(S(=O)(=O)c2ccc(NC(=O)c3cccc(-n4cnnn4)c3)cc2)C1 (stereo not given)
8	-1	3	-0.32	-6	-2	4	14	4	Cc1ccc(C(C)NC(=O)c2ccco2)cc1 (stereo not given)
1	0	-4	-1.1	4	1	-7	-29	8	COCC(=O)NCc1ccc2c(c1)OCO2
4	-1	-6	-1.4	4	61*	-14	4	0	COc1ccc(OC)c(C(=O)c2coc3ccc(O)cc23)c1
6	9	4	-1.3	-5	10	-3	1	2	CC(=O)Nc1ccc(C(=O)OCC(=O)NC(=O)NC2CCCCC2)cc1
7	3	-5	-0.45	3	-1	-17	-5	0	COc1ccc(-c2cc3ccc(OCc4nn[nH]n4)cc3oc2=O)cc1
5	0	2	-0.85	-4	19	-8	1	-5	O=C1CN(C(=O)c2ccccc2)c2ccccc2N1
2	3	9	-0.69	-12	-10	-2	-6	-2	Cc1cccc(NC(=O)CSCc2c(C)noc2C)c1C
3	-7	2	0.05	-5	44	-8	16	2	Cc1ccc(-c2cc(C(=O)Nc3cccnc3)c3ccccc3n2)o1
14	0	2	-2	-1	-5	-6	12	2	Cc1ccc(-c2[nH]c3ccccc3c2C(C[N+](=O)[O-])c2ccco2)cc1 (stereo not given)
3	6	-6	0.8	6	-29	-8	6	-3	O=C(c1ccccc1)c1nnc(-c2ccncc2)o1
-5	3	0	0.36	-2	-20	-13	-15	8	CC1CCCCN1C(=S)NCCc1ccccc1 (stereo not given)
8	-8	nt	nt	nt	nt	67*	-12	2	CC(C)c1nnc(NC(=O)c2cccs2)s1
5	2	-2	nt	-1	-10	-10	-23	4	CCOC(=O)c1c(NC(=O)CN2CCCCC2)sc2c1CCCC2O (stereo not given)

Compounds from the list above containing an NH in an aromatic ring (three):
HIV Rev-RRE inh	FAK inh	LYP act	Pyk2 oligo antag	PTPN22 inh 2	cytoskel mod	PLK1 inh	PLK1 PBD inh	EphB4 antag	Molecule
5	1	-2	0.48	1	-15	-15	0	-11	O=C(CSc1ncn[nH]1)c1ccc2c(c1)OCCO2
7	3	-5	-0.45	3	-1	-17	-5	0	COc1ccc(-c2cc3ccc(OCc4nn[nH]n4)cc3oc2=O)cc1
14	0	2	-2	-1	-5	-6	12	2	Cc1ccc(-c2[nH]c3ccccc3c2C(C[N+](=O)[O-])c2ccco2)cc1 (stereo not given)

Later entries
HIV Rev-RRE inh	FAK inh	LYP act	Pyk2 oligo antag	PTPN22 inh 2	cytoskel mod	PLK1 inh	PLK1 PBD inh	EphB4 antag	Molecule
-5	-3	0	nt	-3	2	2	-24	-4	COc1ccc(CNC(=O)c2cc3c(C)nc4ccccc4c3o2)c(OC)c1
5	0	2	-0.21	-1	-6	-10	-3	-8	COC(=O)c1ccc(/C=N\NC(=O)c2ccc(C)cc2Cl)cc1
11	3	-7	2.1	6	8	-11	-38	-2	CCOC(=O)N1CCN(c2ccc(C(=O)c3ccccc3)cc2F)CC1
-4	-3	-3	-0.05	2	-28	-15	17	-7	CCCCc1cc(=O)oc2cc(OCc3nn[nH]n3)c(Cl)cc12
-2	-4	5	0.2	-6	7	-6	-1	-3	O=C(CCC(=O)N(CC(=O)NC1CCCC1)C1CCCC1)Nc1ccccn1
-2	-1	-17	-0.98	15	-12	-8	-10	0	COC(=O)c1ccc(CNC(=O)/C=C/c2cc([N+](=O)[O-])ccc2OC(F)F)cc1
10	-1	1	0.3	0	6	-9	0	7	CC(C)OC(=O)CSc1nnc(-c2cnccn2)n1Cc1ccco1
8	-1	-4	-0.1	2	20	-5	-32	1	COCCNC(=O)c1ccc2c(c1)NC(=O)CS2
0	3	1	-0.74	-2	-4	-4	28	-1	CCCn1c(SCC(=O)NCc2ccccc2)nnc1-c1ccncc1
7	-1	0	nt	-3	10	-11	7	-4	S=C(NCC1CCCO1)n1nnc2ccccc21 (stereo not given)
10	3	-15	-1.7	12	-11	-11	-2	-3	COc1c(F)c(F)c(C(=O)Nc2cccc(Cl)c2N2CCOCC2)c(F)c1F
3	4	-3	-0.01	0	46	-3	5	2	CC(C)CC(=O)N(c1ccc(F)cc1)C1C=CS(=O)(=O)C1 (stereo not given)
1	-1	-2	0.79	1	-12	-9	18	-6	Cc1[nH]c2ccccc2c1C(=O)CSCC(=O)O
1	0	-9	-0.42	9	11	-14	-4	-4	CCOC(=O)COc1ccc(S(=O)(=O)N2CCN(C(=O)OCC)CC2)cc1
14	4	-2	-1.2	2	-19	-6	-36	2	CN(C)Cc1nc2c(c(=O)[nH]1)C1(CCCCC1)Cc1ccccc1-2
4	-3	9	0.22	-10	9	-1	-18	-1	Cc1cn2c(nc1=O)OC1C(O)C(COC(=O)c3ccccc3)OC12 (stereo not given)
1	-5	4	0.46	-6	2	-10	2	-7	COCCn1c(SCC(=O)NCc2cccs2)nnc1-c1ccc(OC)cc1
8	-1	-2	0.36	4	nt	1	-11	7	Cc1ccc(S(=O)(=O)NC2CCC(C(=O)O)CC2)cc1 (stereo not given)
5	0	-3	0.55	2	-6	-13	1	8	Cc1nnc(SCC(=O)N2c3ccccc3Sc3ccccc32)n1N
4	0	1	1.8	4	-5	-1	-10	-3	COc1cccc(CNC(=O)Cn2nc(-c3ccc(Cl)cc3)ccc2=O)c1
4	-4	-6	0.31	7	28	-6	0	2	COC(=O)C1C(O)=C(C=NCc2ccccc2)C(=O)CC1(C)C (stereo not given)
77*	7	-15	0.44	14	-28	-7	-34	-3	CN1Cc2sc(N)c(C#N)c2CC1(C)C
-4	2	1	0.11	1	3	-15	-5	-2	COC(=O)CSc1nnc(-c2ccccc2OC)n1-c1ccc(C)cc1
5	0	5	-0.35	2	11	-12	-2	-5	Brc1ccc(-c2csc(-c3c[nH]c4ccccc34)n2)cc1
10	11	-2	0.43	1	1	-15	1	12	Cc1ccc2[nH]c(=O)c(CN(Cc3ccccc3)Cc3nnnn3C3CCCC3)cc2c1
6	0	-1	0.14	3	-13	-22	1	-4	Cn1nnc(NC(=O)CSc2ncn[nH]2)n1
-4	19*	-10	0.5	10	-8	-9	-15	-5	COc1cccc2cc(-c3cn4ccc(C)cc4n3)c(=O)oc12
1	3	0	-0.71	-2	3	-4	4	-7	COc1cccc(NC(=O)c2oc3ccccc3c2NC(C)=O)c1
2	-3	2	-0.13	-3	9	-1	1	0	COc1ccc(OC)c(C2CC(=O)C3=C(C2)NC(=O)CC3c2ccc(O)c(OC)c2)c1 (stereo not given)
2	-1	6	-1.1	-6	17	-17	-15	-3	CCCC(C(=O)NC1CCCC1)N(C(=O)Cn1nnc(-c2ccc(C)o2)n1)c1ccccc1OC (stereo not given)
4	2	0	0.37	1	-22	-6	-3	-2	O=C(Cn1cnc2ccccc2c1=O)NCc1ccc2c(c1)OCO2
5	1	5	0.82	-8	nt	-11	-6	-2	COc1nc(NCc2cccnc2)nc(OC)n1
-2	4	8	-0.4	-9	-31	3	9	-9	O=C(C1CCN(c2ccc(N3CCOCC3)nn2)CC1)N1CCN(c2ccc(F)cc2)CC1
1	-7	-10	-1.1	8	3	-17	18	1	CCCC(=O)N(c1ccc2oc(=O)sc2c1)S(=O)(=O)c1cccs1
0	-2	6	nt	-10	-16	1	-10	0	Cc1nnc2n(C3CCCCC3)c(=O)c3c4c(sc3n12)CCC4
7	-2	10	-0.3	-7	-24	-10	-23	6	O=C1C2C3C=CC([C@@H]2C(=O)N1Cc1cccnc1)C31CC1 (stereo not given in full)
2	-2	3	-0.17	-4	10	-10	18	-3	COC(=O)C1=[N+]([O-])OC(C(=O)OC)C1c1c[nH]c2ccccc12 (stereo not given)
17	-5	-6	0.21	8	5	-31	-28	2	Cc1ccc(SC(=O)COc2ccccc2C)cc1
5	0	-6	1.9	8	15	-5	18	-2	O=C(CCCOc1ccccc1)Nc1ccc(S(=O)(=O)N2CCOCC2)cc1
1	-3	-5	-0.29	3	6	-3	-1	-4	CC1(C)Cc2c(cnn2-c2ccccc2)-c2c1c1ccccc1n2CC(O)CCl (stereo not given)
